# D2 potentiator: positively modulates the human D2 dopamine receptor allosterically | 0.34% of 340,000 active | HEK293 T-REx D2, calcium flux, EC20 dopamine potentiation | potentiation, % at 10 µM | AID 485347;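 active = potentiation over 3 SD above the plate norm, cut at about 30% in these data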; note: 0% is about no effect
# Target sequence (P14416 whole entry, looked up): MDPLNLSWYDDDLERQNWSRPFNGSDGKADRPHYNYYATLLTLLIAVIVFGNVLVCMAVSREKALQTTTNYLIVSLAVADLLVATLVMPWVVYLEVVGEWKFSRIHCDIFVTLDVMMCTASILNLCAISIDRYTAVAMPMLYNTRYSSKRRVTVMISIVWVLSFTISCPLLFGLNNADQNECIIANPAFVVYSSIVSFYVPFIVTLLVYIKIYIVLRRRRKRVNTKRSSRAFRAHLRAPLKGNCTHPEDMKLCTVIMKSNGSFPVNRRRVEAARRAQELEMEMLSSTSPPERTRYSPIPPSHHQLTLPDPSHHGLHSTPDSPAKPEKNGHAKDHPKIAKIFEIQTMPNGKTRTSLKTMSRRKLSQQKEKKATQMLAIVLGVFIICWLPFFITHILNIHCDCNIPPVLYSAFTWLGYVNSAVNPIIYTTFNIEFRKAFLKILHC
#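 Cells plated with tetracycline inducer and held overnight at 30 C; calcium dye loaded 30–90 min at room temperature; baseline taken, compound added and read 180 s; EC20 dopamine then added and read 180 s.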
# Vif-A3F inh: inhibitors of Vif-A3F interaction | Potency, µM (highest dose often 46.1 µM), without a hit: at the highest dose activity, negative = active | HeLa A3F-eYFP + Vif (tagged APOBEC3F with the HIV-1 protein that degrades it), YFP fluorescence increase | 0.2% of 390,000 active; note: potency is the fitted concentration of half-maximal effect; % of control where 0% means no effect; nearly all actives have a fitted effect of over 65% in size
#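 Fluorescence increase (Ex 488/Em 500-530) after overnight compound treatment at 37 deg C flags inhibition of Vif-driven A3F-eYFP loss in stable HeLa A3F-eYFP/Vif cells seeded overnight beforehand.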
# LDHA block: inhibitors of human lactate dehydrogenase A; P00338; purified LDHA, NADH/diaphorase-resazurin fluorescence; active compounds read low; activity change, % (values are at about 110 or 230 µM); 0.15% of 480,000 active; AID 1347041; in the data active = activity change below about -30%; inconclusive = mostly about -25% to -30%;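 note: plate controls were DMSO wells for no effect and wells without enzyme for full effect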
#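 Human LDH5 (2 nM) was incubated with 0.06 mM NADH and 0.2 mM pyruvate for 5 min at room temperature in Tris pH 7.4. Remaining NADH was coupled through diaphorase/resazurin, and resorufin fluorescence was read at 0 and 20 min.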
# RXFP1 agonist: activates the human relaxin receptor RXFP1; HEK293T-RXFP1 cAMP TR-FRET, 30 min; response scale: percent of porcine relaxin response, buffer zero; Potency, µM (top dose mostly 57.5 µM), for inactives: at the top dose activation, actives largely listed as activators; 0.3% of 370,000 active; AID 2676; note: potency is the fitted concentration of half-maximal effect; % is set by controls: 0 for no effect and ±100 for the full control effect; nearly all actives have a fitted effect of over 60% in size; many of its hits are not listed in these tables
#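 HEK293T cells stably expressing RXFP1 were pretreated with the PDE4 inhibitor Ro 20174, exposed to compounds for 30 min at 37C, lysed, and cAMP was read by TR-FRET. Data normalized to buffer (basal) and 29 nM porcine relaxin (100%).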
# D1 ag: activates the human D1 dopamine receptor | HEK293 T-REx D1 cells, calcium flux, agonist mode | activation, % at 2 µM | 1% of 360,000 active | AID 504660; in the data active = activation above about 30%; note: 0% is about no effect
# Target sequence (P21728 whole entry, looked up): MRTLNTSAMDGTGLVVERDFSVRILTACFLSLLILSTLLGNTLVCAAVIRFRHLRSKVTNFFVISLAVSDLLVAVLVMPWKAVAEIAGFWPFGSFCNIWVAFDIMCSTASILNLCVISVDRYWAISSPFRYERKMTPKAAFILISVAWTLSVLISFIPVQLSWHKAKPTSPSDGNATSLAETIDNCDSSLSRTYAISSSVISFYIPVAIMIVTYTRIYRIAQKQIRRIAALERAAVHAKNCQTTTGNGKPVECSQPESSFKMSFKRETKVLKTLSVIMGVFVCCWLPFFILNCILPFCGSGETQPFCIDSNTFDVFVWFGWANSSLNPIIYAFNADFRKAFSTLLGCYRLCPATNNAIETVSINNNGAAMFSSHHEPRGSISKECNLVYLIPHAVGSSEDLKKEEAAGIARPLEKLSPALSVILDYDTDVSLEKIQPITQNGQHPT
#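 Tetracycline-induced HEK293 TREx D1 cells, force-coupled to calcium signalling, were dye-loaded with a no-wash calcium kit. Compound was pin-added after a 10 s baseline. Fluorescence was read kinetically at 1 cycle/s for 180 s, with calcium rises flagged as agonism.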
# GRP78 ERSR act: inducers of ER stress response in human glioma cells; U87-MG GRP78 promoter luciferase reporter, 16 h; Potency, µM, without a hit: at the top dose activation, usual class: activators; 0.02% of 420,000 active; AID 602332; note: potency is the fitted concentration of half-maximal effect; series mostly up to about 76 µM; % of control where 0% means no effect; nearly all actives have a fitted effect of over 35% in size
#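 Stably transfected U87-MG glioma cells carrying a GRP78-based luciferase sensor; 16 h compound incubation. Luminescence end-point read 10 min after Bright-Glo addition at room temperature.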
# D1 antag: human D1 dopamine receptor antagonism; 3.2% of 360,000 active; HEK293 TREx D1 cells, calcium flux, dopamine EC80; active compounds read low; AID 504652; activity change, negative = inhibition, % at 10 µM; P21728; in the data active = activity change below about -30%; note: % is set by controls: 0 for no effect and ±100 for the full control effect
#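 Antagonism measured as reduced calcium response to an EC80 dopamine addition following 180 s compound pre-read; cells were inducible HEK293 Trex D1 plated overnight at 30 C, read kinetically at 1 cycle/sec.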
# D1 potentiator: human D1 dopamine receptor positive modulation; HEK293 TREx D1 cells, calcium flux, dopamine EC20 potentiation; P21728; potentiation, % at 10 µM; AID 504651; 0.036% of 360,000 active; in the data active = potentiation above about 30%; note: 0% is about no effect
# Vif-APOBEC3G blk: inhibitors of Vif-APOBEC3G interaction; Potency, µM (titrated, usually from 46.1 µM), for inactives: top-dose activity, negative = active, hits mostly inhibitors; HeLa A3G-eYFP + Vif (tagged APOBEC3G with the HIV-1 protein that degrades it), YFP fluorescence, overnight; AID 602310; Q9HC16; 0.076% of 410,000 active;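 note: potency is the fitted concentration of half-maximal effect; % is set by controls: 0 for no effect and ±100 for the full control effect; nearly all actives have a fitted effect of over 60% in size; hits raise eYFP signal because A3G escapes Vif-driven loss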
#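 Read-out is eYFP fluorescence (Ex 488/Em 500-530) from Vif-expressing HeLa A3G-eYFP cells; more signal means A3G escaped Vif-mediated degradation. Cells plated overnight, compound pinned in, incubated overnight at 37 deg C.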
# * marks the source's active call; other numbers are inactive results; ? = inconclusive; . = no result given; & = joins results of further samples. Unless noted, calls come from the whole dose curve; as a rule, active = well fitted curve in the direction sought with a large enough effect; inconclusive = small, poorly fitted or top-dose-only effect, or another doubt; inactive = no such curve, though single readings can be large; an effect the other way counts as inactive or inconclusive. An excerpt. The share of hits here may be higher or lower than overall.
1	COc1ccc(NC(=O)c2csc(Cc3ccc(Cl)cc3)n2)cc1
2	CCC(=O)Nc1ccc(NC(=O)c2cccc3ccccc23)cc1
3	COc1cccc(C(=O)NCC(=O)N/N=C(\C)Cc2ccccc2)c1
4	C/C(=C\C(=O)c1ccccc1)Nc1ccc(O)cc1
5	C/C(=N/NS(=O)(=O)c1cccc([N+](=O)[O-])c1)c1ccc2c(c1)OCO2

entry no.	1	2	3	4	5
D2 potentiator	-3	-3	0	-5	-4
Vif-A3F inh	-14%	-13%	-5%	-9%	-4%
LDHA block	-6	-6	-6	29	-4
RXFP1 agonist	1.1%	6.3%	-0.7%	-3.3%	5.4%
D1 ag	8	11	-1	0	8
GRP78 ERSR act	-3%	-4%	-7%	4%	1%
D1 antag	-19	-5	9	-3	-27
D1 potentiator	-2	-3	2	-3	5
Vif-APOBEC3G blk	3%	0%	1%	-8%	1%

6	CNC(=O)c1ccsc1NC(=O)CS(=O)(=O)c1ccc(F)cc1
7	CC1Sc2ccc(S(=O)(=O)CCC(=O)Nc3ccc(C(C)C)cc3)cc2NC1=O (stereo not given)
8	Cc1cc(C)c(NC(=O)c2cccs2)c(C)c1NC(=O)c1cccs1
9	C[C@@H]1O[C@@H](Oc2c(-c3ccc(O)c(O)c3)oc3cc(O)cc(O)c3c2=O)[C@H](O)[C@H](O)[C@H]1O
10	COC(=O)c1ccc(Nc2nc(-c3ccccc3Cl)nc3ccccc23)cc1

entry no.	6	7	8	9	10
D2 potentiator	.	17	7	.	-4
Vif-A3F inh	-3%	6%	8%	0%&2%	-12%
LDHA block	-3	0	-9	3&2	0
RXFP1 agonist	.	-1.5%	-2.7%	.	3.8%
D1 ag	.	2	3	.	-1
GRP78 ERSR act	-2%	-2%	-3%	1%&-1%	?
D1 antag	.	16	-22	.	-10
D1 potentiator	.	0	1	.	-3
Vif-APOBEC3G blk	1%	7%	2%	3%&7%	-13%

11	Cc1cc(C(F)(F)F)n2nc(C)c(-c3ccc(Cl)cc3)c2n1
12	Cn1c(=O)n(Cc2ccc(Cl)cc2)c2ccccc21
13	CCCCCOc1ccccc1C(=O)NCC(=O)O
14	O=S(=O)(NCc1cccnc1)c1ccc2c(c1)OCCO2
15	O=C(CSc1nnc(-c2ccc(O)cc2)n1Cc1ccco1)c1cccs1

entry no.	11	12	13	14	15
D2 potentiator	10	2	-1	15	-3
Vif-A3F inh	-9%	1%	-1%	-15%	-6%
LDHA block	-2	-10	-6	0	0
RXFP1 agonist	1.7%	1.7%	-0.7%	0.9%	-1.5%
D1 ag	5	-3	2	-2	2
GRP78 ERSR act	-5%	-5%	-5%	-3%	-1%
D1 antag	14	-33*	1	-2	-1
D1 potentiator	-3	-5	1	-11	-2
Vif-APOBEC3G blk	0%	-3%	0%	2%	-7%

16	O=C(/C=C/c1ccc(Cl)c([N+](=O)[O-])c1)Nc1ccc(NC(=O)c2ccco2)cc1
17	CC(=O)N1c2ccc(S(=O)(=O)NCCC(=O)Nc3ccc(C)cc3Br)cc2CC1C (stereo not given)
18	CCc1nn(CC(=O)NCc2cccnc2)c(=O)c2cc3occc3n12
19	CCC(CC)C(=O)Nc1ccc(OCc2cc(=O)n3ccsc3n2)cc1
20	Cc1ccccc1OCC(=O)OC(C)CN1CCN(C)CC1 (stereo not given)

entry no.	16	17	18	19	20
D2 potentiator	-9	-1	5	2	-8
Vif-A3F inh	0%	1%	-5%	-7%	-4%
LDHA block	-18	2	-4	0	-13
RXFP1 agonist	3.7%	7.0%	23%	?	-0.6%
D1 ag	-1	9	2	0	3
GRP78 ERSR act	13%	-3%	-1%	3%	-1%
D1 antag	-3	-17	-1	12	-14
D1 potentiator	-7	-6	10	1	-11
Vif-APOBEC3G blk	-2%	0%	1%	-6%	1%

21	O=[N+]([O-])c1ccccc1SNc1ccccc1
22	O=C(COC(=O)c1ccc2ccccc2c1O)Nc1ccccc1
23	O=C(O)c1cc(N/N=C/c2cccc3ccccc23)ccc1Cl
24	COc1cc(CN2CCC(C(=O)N3CCCC(C)C3)CC2)cc(OC)c1O (stereo not given)
25	CC(C)(C)CN1CCN(Cc2cccnc2)CC1CCO (stereo not given)

entry no.	21	22	23	24	25
D2 potentiator	.	-5	11	-4	2
Vif-A3F inh	-8%	0%	7%	-7%	9%
LDHA block	0	-1	2	7	-4
RXFP1 agonist	.	0.5%	9.9%	-0.8%	-3.6%
D1 ag	.	2	3	0	2
GRP78 ERSR act	-4%	6%	-3%	-4%	0%
D1 antag	.	-4	-12	-2	11
D1 potentiator	.	-2	-4	-6	9
Vif-APOBEC3G blk	?	2%	0%	0%	0%

26	CC(=O)Nc1ccc(S(=O)(=O)Nc2cccc(-c3ccc4nncn4n3)c2)cc1
27	CCN=C1S/C(=C\c2ccc(OC)c(OCC)c2)C(=O)N1CC
28	O=C(N/C(=C\c1ccc(Br)cc1)C(=O)N1CCCC1)c1cccs1
29	O=C(CSc1nnc(N2CCCC2)n1-c1cccc(Cl)c1)N1CCN(c2ccccn2)CC1
30	Cc1cccc(CSc2nnc(CCNC(=O)OC(C)(C)C)o2)c1

entry no.	26	27	28	29	30
D2 potentiator	0	7	13	.	8
Vif-A3F inh	-8%	.	8%	-5%	4%
LDHA block	-5	.	0	0	0
RXFP1 agonist	1.3%	0.0%	0.5%	.	2.3%
D1 ag	1	0	3	.	0
GRP78 ERSR act	-2%	.	-5%	-4%	0%
D1 antag	2	-3	-5	.	-19
D1 potentiator	3	-4	-8	.	-7
Vif-APOBEC3G blk	4%	.	3%	0%	3%

31	CCn1c(SCC(=O)c2cc(OC)ccc2OC)nnc1-c1ccncc1
32	CCN(CC(=O)Nc1c(F)cccc1F)C(=O)CCc1nc2sc3c(c2c(=O)[nH]1)CCCC3
33	Cc1ccc(S(=O)(=O)N(C)C)cc1NC(=O)C(C)OC(=O)c1ccc2c(=O)n3c(nc2c1)CCC3 (stereo not given)
34	Cc1ccc(-c2csc(N3N=C(c4ccccc4)/C(=C\c4ccc(N(C)C)cc4)C3=O)n2)cc1
35	O=C(CN1CCN(S(=O)(=O)c2ccccc2)CC1)Nc1cccc(C(F)(F)F)c1

entry no.	31	32	33	34	35
D2 potentiator	.	11	.	6	-12
Vif-A3F inh	-9%	4%	0%	.	.
LDHA block	-5	5	2	.	4
RXFP1 agonist	.	1.6%	.	1.9%	-0.5%
D1 ag	.	2	.	0	7
GRP78 ERSR act	-3%	-7%	0%	.	-4%
D1 antag	.	22	.	-7	0
D1 potentiator	.	-1	.	-3	-5
Vif-APOBEC3G blk	1%	-5%	0%	.	1%

36	CCOC(=O)c1c(-c2cccs2)csc1NC(=O)CNCCN1CCOCC1
37	COc1cccc(OCCSc2nnc3sc4ccccc4n23)c1
38	O=C(NCC(=O)N1CCN(S(=O)(=O)/C=C/c2ccccc2)CC1)c1ccccc1F
39	COc1cc(Nc2nc3ccccc3n3nnnc23)cc(OC)c1OC
40	Cc1c(NC(=O)N2CCCCCC2)c(=O)n(-c2ccccc2)n1C

entry no.	36	37	38	39	40
D2 potentiator	7	20	-3	-4	-10
Vif-A3F inh	.	-5%	0%	6.3µM*	-8%
LDHA block	.	-4	-6	7	0
RXFP1 agonist	0.2%	-3.3%	0.9%	4.5%	1.5%
D1 ag	9	12	0	2	2
GRP78 ERSR act	.	9%	-2%	4%	-5%
D1 antag	-19	5	1	19	14
D1 potentiator	-3	-4	-9	-3	0
Vif-APOBEC3G blk	.	-10%	0%	?	-1%

41	COc1cccc(NC(=O)C2CCN(C(=O)N3CC(C)Oc4ccccc43)CC2)c1 (stereo not given)
42	CCOc1ccc(C(=O)C2CCN(C(=O)c3ccccc3C(=O)O)CC2)cc1
43	COc1ccc(-c2ccc(CN3C(CC(C)C)C(=O)N(Cc4cn(Cc5ccco5)nn4)CCS3(=O)=O)cc2)cc1 (stereo not given)
44	Cc1nn(C)cc1CN(C)C(=O)CCc1nnc(CCC2CCCCC2)o1
45	CCc1ccccc1NC(=O)CN(c1ccc(OC)cc1OC)S(=O)(=O)c1ccccc1
46	COc1cc(Nc2cc(C)nc3nc(C)nn23)cc(OC)c1OC
47	Clc1ccc(Cc2nn3c(Cn4nnc5ccccc54)nnc3s2)cc1
48	O=C(CCCCn1cnc2c(=S)nc[nH]c21)Nc1ccc(C(=O)O)c(O)c1

entry no.	41	42	43	44	45	46	47	48
D2 potentiator	2	-11	.	18	14	3	-6	.
Vif-A3F inh	-4%	1%	-8%	-2%	-2%	-7%	0%	-25%
LDHA block	-8	-7	3	-7	2	6	-4	-3
RXFP1 agonist	9.2%	-0.7%	.	0.3%	-0.4%	1.3%	1.1%	.
D1 ag	6	0	.	-1	4	-2	9	.
GRP78 ERSR act	-4%	-6%	0%	3%	-6%	-4%	4%	-4%
D1 antag	-8	4	.	2	-8	9	-20	.
D1 potentiator	-3	-5	.	2	-3	7	-3	.
Vif-APOBEC3G blk	0%	-2%	-7%	-12%	6%	-1%	-8%	-1%

# Screening data as filed in PubChem BioAssay.
